BL2 CD40 inh – CD40 pathway inhibition in BL2 cells. inhibition, % at 10 µM. BL2 NF-kB luciferase reporter, CD40L-induced, 4 h. AID 1053188. 83,000 tested, 0.94% active;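 active = mean inhibition of at least 50% with a set share of replicates also reaching that level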;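 note: 0% = neutral control wells and 100% = IKK inhibitor VII at 50 µM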
Active calls of the source: *; [ ] = dose if it differs, or a comment. Only part of the results is shown. The share of hits here may be higher or lower than overall.

SMILES,BL2 CD40 inh
Nc1ncnc2c1ncn2Cc1ccccc1,9
CNC(=O)c1cc2ccccc2o1,8
CCOc1ccc(S(=O)(=O)Nc2cccc(C(=O)N3CCN(C(C)=O)CC3)c2)cc1,3
COc1ccc2sc(N(CCCN(C)C)C(=O)c3ccc(S(=O)(=O)N4CCCC4)cc3)nc2c1,6
Cc1ccc(C)c(SCC(=O)Nc2ccc(C)c(S(=O)(=O)N3CCOCC3)c2)c1,23
N#C[C@H]1[C@H](c2ccc(-c3cncnc3)cc2)[C@H](CO)N1C(=O)CN1CCOCC1,-18[25 µM]
Cc1c(C=O)c2ccccc2n1CC(=O)O,7
CSc1ccc(Cl)c(C(=O)NNC(=O)c2csc(N3CCOCC3)n2)c1,18
Cc1nc2c(C)cccn2c(=O)c1NC(=O)COc1ccccc1,-2
CC(C)CC(NC(=O)c1ccc(Cl)cc1Cl)C(=O)O (configuration not stated),7
O=C(CNC(=O)c1ccc2c(c1)S(=O)(=O)N=C1CCCCCN12)Nc1ccc(F)c(F)c1,2
C[C@H](NC(=O)C[C@@H]1C[C@H]2c3cc(NS(=O)(=O)c4ccc(F)cc4)ccc3O[C@H]2[C@H](CO)O1)c1ccccc1,8[25 µM]
O=C(NCc1cccs1)C1CCC(CNS(=O)(=O)c2ccccc2)CC1 (configuration not stated),1
N#Cc1cc2c(nc1SCc1cccnc1)CCC2,-15
Clc1ccc(-c2nnc(SCc3nc(-c4ccccc4)no3)o2)cc1,7
C/C=C/c1ccc([C@@H]2[C@@H](CO)N(C(=O)NCCC)[C@H]2CNC(=O)C2CCC2)cc1,2
Cc1ccc(-c2nn(-c3ccccc3)cc2C2SCC(=O)N2Cc2ccccc2)o1 (configuration not stated),7
O=C(C1CCCCC1)N1C[C@H]2[C@@H](c3ccccc31)[C@@H](CO)N2CC1CCOCC1,13[25 µM]
C[C@H](CO)N1C[C@H](C)[C@H](CN(C)S(=O)(=O)c2ccc(Cl)cc2)Oc2c(NC(=O)Nc3ccc(F)cc3)cccc2C1=O,85*[25 µM]
CC(=O)c1ccc(S(=O)(=O)Nc2ccc(-c3ccc4nncn4n3)cc2)cc1,34
COc1cccc(-c2n[nH]c3c2CCC3)c1,-6
CN(CC(=O)Nc1cccc(F)c1)C(=O)COc1cccc2c1OC(C)(C)C2,16
COc1ccc(S(=O)(=O)NCc2cccnc2)c2ccccc12,5
C[C@@H]1CCCCO[C@@H](CN(C)Cc2ccc(Cl)c(Cl)c2)[C@H](C)CN([C@H](C)CO)C(=O)c2cc(NS(=O)(=O)c3cccs3)ccc2O1,58*[25 µM]
C[C@@H]1CN([C@H](C)CO)S(=O)(=O)c2ccc(C#Cc3ccc(F)cc3)cc2O[C@@H]1CN(C)S(=O)(=O)c1cn(C)cn1,18[25 µM]
COCCN(C(=O)COC(=O)CSc1ccccc1)c1c(N)n(Cc2ccccc2)c(=O)[nH]c1=O,-24
c1ccc(-c2nnc(CN3CCCc4ccccc43)o2)cc1,-60
N#C[C@@H]1[C@@H](c2ccc(C3=CCCC3)cc2)[C@@H](CO)N1S(=O)(=O)c1ccccc1,-6
C[C@@H]1CCCCO[C@@H](CN(C)C(=O)Nc2ccc3c(c2)OCO3)[C@H](C)CN([C@H](C)CO)C(=O)c2cc(NS(=O)(=O)c3ccc(F)cc3)ccc2O1,21[25 µM]
CCCN(C)C[C@H]1Oc2cc(/C=C/c3ccccc3)ccc2S(=O)(=O)N([C@H](C)CO)C[C@H]1C,-7[25 µM]
Cn1nnnc1SCCNCc1cccc2ccccc12,7
COc1ccc(NC(=O)CCC(=O)c2cc(C)sc2C)cc1,1
CC(NC(=O)c1ccccc1NC(=O)CN1CCc2ccccc2C1)c1ccccc1 (configuration not stated),0
CC12CN3CC(C)(CN(C1)C3c1ccc3c(c1)OCO3)C2=O (configuration not stated),36*
CC(NC(=O)C1CCN(S(=O)(=O)N2CCCCCC2)CC1)c1ccccc1 (configuration not stated),12
O=C(N[C@H]1CC[C@H](CCn2cc(-c3ccccc3F)nn2)O[C@@H]1CO)c1ccc2c(c1)OCO2,2[25 µM]
COc1ccccc1NC(=O)c1csc2c1CCCC2,-22
CCC(=O)N1CCCCN2[C@H](CO)[C@@H](c3ccc(-c4cccc(C(=O)N(C)C)c4)cc3)[C@H]2C1,7[25 µM]
CN1[C@H](C(=O)NC2Cc3ccccc3C2)[C@@H](CO)[C@@H]2Cn3c(ccc(-c4cncnc4)c3=O)[C@@H]21,-2[25 µM]
c1ccc(Cc2nnc3sc(-c4cccnc4)nn23)cc1,8
O=S(=O)(Cc1cc(-c2ccccc2Cl)no1)c1ccccc1,-63
CS(=O)(=O)N1CCN(C(=O)c2ccc3c(c2)OCCO3)CC1,4
COc1ccccc1NC(=O)N1C[C@H]2[C@@H](c3ccccc31)[C@@H](CO)N2C(=O)c1ccccc1,4[25 µM]
Cc1ccc(CN2CCC(c3cc(-c4cccs4)n[nH]3)CC2)cc1,7
CCn1nnnc1NC(=O)c1ccc2ccccc2c1,-3
COc1ccc(C)cc1S(=O)(=O)Nc1cc2c3c(c1)CCN3C(=O)CC2,-2
COc1cc(OC)c(S(=O)(=O)NC(C)C)cc1C(=O)O,1
CC1CN(C(=O)c2cc3ccccc3cc2O)CC(C)O1 (configuration not stated),3
CCN(C(=O)CSc1cccc[n+]1[O-])C1CCCCC1,3
COc1cnc(SC(C)C)[nH]c1=O,0

In a second layout: three of the compounds above.
> CC1CN(C(=O)c2cc3ccccc3cc2O)CC(C)O1 (configuration not stated)
  BL2 CD40 inh: 3
> CCN(C(=O)CSc1cccc[n+]1[O-])C1CCCCC1
  BL2 CD40 inh: 3
> COc1cnc(SC(C)C)[nH]c1=O
  BL2 CD40 inh: 0

New compounds follow
SMILES,BL2 CD40 inh
C[C@H]1CN([C@@H](C)CO)C(=O)c2c(c3ccccc3n2C)-c2ccccc2CO[C@H]1CN(C)Cc1cccc(C(F)(F)F)c1,10[25 µM]
O=C(CCn1c(=O)[nH]c2ccsc2c1=O)NCCc1ccc(Cl)cc1,13
O=C(COC(=O)c1ncc(Cl)c(Cl)c1Cl)NC(=O)NCc1ccccc1,2
Cc1c(C(=O)OCC2CCCO2)[nH]c2c1C(=O)CC(c1ccco1)C2 (configuration not stated),2
OCCN1CCN(c2ncnc3sc(-c4ccccc4)cc23)CC1,-22
Cc1[nH]nc(C(=O)NN=Cc2ccccc2Cl)c1N=NN(C)C,27
c1ccc2[nH]c(C3CC3)nc2c1,7
Cc1cccc(OCC(=O)OCC(=O)Nc2sccc2C(N)=O)c1,10
COc1cccc(NC(=O)CCC2CCN(C(=O)c3ccc(C(C)=O)s3)CC2)c1,11
NC1=NC(=O)CC(C(=O)NCc2ccccc2)S1 (configuration not stated),20
c1ccc(Nc2nc(CSc3ncn[nH]3)cs2)cc1,-23
Cc1cc2c(cc1C)C(=O)CCC2,4
CC(C)Oc1cccc(C(=O)C2CCCN(S(C)(=O)=O)C2)c1 (configuration not stated),5
COC(=O)c1cc(Cl)cc(Cl)c1OS(=O)(=O)N(C)C,5
CCOc1ccccc1NC(=O)COc1coc(CN2CCc3ccccc3C2)cc1=O,-2
CC(C)(C)C(=O)Nc1c(Cl)cccc1OC(F)(F)F,-1
N#Cc1ccccc1S(=O)(=O)N1CCN(C(=O)CCc2ccccc2)CC1,-5
O=C(O)c1ccc(CN(c2ccccc2)S(=O)(=O)c2ccccc2)cc1,-1
O=C(CCNS(=O)(=O)c1ccccc1)N1CCCCCC1,-64
CC1=CC(C)(C)Nc2ccccc21,8

Not a retest: 5 of the compounds above.
SMILES,BL2 CD40 inh
CC(C)(C)C(=O)Nc1c(Cl)cccc1OC(F)(F)F,-1
N#Cc1ccccc1S(=O)(=O)N1CCN(C(=O)CCc2ccccc2)CC1,-5
O=C(O)c1ccc(CN(c2ccccc2)S(=O)(=O)c2ccccc2)cc1,-1
O=C(CCNS(=O)(=O)c1ccccc1)N1CCCCCC1,-64
CC1=CC(C)(C)Nc2ccccc21,8

(listing goes on)
SMILES,BL2 CD40 inh
O=C(C[C@H]1C[C@H]2c3cc(NS(=O)(=O)c4ccc(F)cc4)ccc3O[C@H]2[C@@H](CO)O1)N1CCc2ccccc2C1,19[25 µM]
Cc1occc1C(=O)N1CCN(C(=O)C2CCCO2)CC1 (configuration not stated),13
O=C(C[C@@H]1CC[C@H]2[C@@H](COC[C@@H](O)CN2S(=O)(=O)c2cccc(Cl)c2)O1)N1CCOCC1,2[25 µM]
COc1cc(CO)ccc1OCC(=O)N1CCc2ccccc21,-23
Cc1ccc2c(c1)C(CCN)C(=O)N2Cc1ccccc1 (configuration not stated),5
CCOc1ccccc1N1CCN(C(=O)c2ccc(Cl)c(S(=O)(=O)N3CCCCC3)c2)CC1,-5
CCc1noc(C)c1C(=O)N(Cc1ccccc1)c1c(N)n(CCOC)c(=O)[nH]c1=O,1
CCCCNC(=O)N1c2ccccc2CC1C (configuration not stated),0
CC(=O)N1[C@@H]2Cn3c(ccc(C4=CCCC4)c3=O)[C@H]1[C@@H](C(=O)NC1CCC1)[C@@H]2CO,-7
CCOC(=O)c1nnn(-c2nonc2N)c1COc1ccc(F)cc1,11
CCc1cc(=O)[nH]c(SCC(=O)Nc2ccc3c(c2)OCCO3)n1,-67
Cc1ccsc1/C=N/NC(=O)C(N)=O,4
O=C(Cc1c(F)cccc1Cl)NNC(=O)c1ccc(Br)s1,-16
c1ccc(Sc2ccncc2)cc1,4
CC1CCCCC12NC(=O)N(CC(=O)N1CCN(S(=O)(=O)Cc3ccccc3)CC1)C2=O (configuration not stated),-2
O=C(O)[C@@H]1[C@@H](CO)[C@@H]2Cn3c(ccc(/C=C/c4ccccc4)c3=O)[C@@H]2N1C(=O)C1CCCC1,8[25 µM]
CCN1[C@H](C(=O)NCCOC)[C@@H](CO)[C@@H]2Cn3c(ccc(-c4ccc(C(=O)N(C)C)cc4)c3=O)[C@@H]21,2[25 µM]
CSc1ncccc1C(=O)OCC(=O)N(C)C,23
N#C[C@H]1[C@@H](c2ccc(-c3cccnc3)cc2)[C@@H](CO)N1C(=O)C1CCOCC1,2[25 µM]
CN(Cc1ccccc1)C(=O)C1CCN(S(=O)(=O)c2cccc3nonc23)CC1,0
Cn1cnc(CCNC(=O)C[C@H]2CC[C@@H]3[C@H](COC[C@@H](O)CN3C(=O)Nc3ccc(C(F)(F)F)cc3)O2)c1,21[25 µM]
Cc1cc(=O)[nH]c2c1c(C)nn2C1CCCC1,12
Cn1cnnc1SCc1ccc(F)c2ccccc12,2
CC(=O)NC1C(=O)N=C(SCC(=O)Nc2sc3c(c2C#N)CCCCCC3)NC1=O (configuration not stated),-2
COc1ccc(OC)c(-c2nn(-c3ccccc3)cc2C(=O)NCC(c2cccs2)N2CCOCC2)c1 (configuration not stated),3
C[C@H](CO)N1C[C@H](C)[C@H](CN(C)S(=O)(=O)c2cccc(C#N)c2)OCc2ccccc2-c2c(n(C)c3ccccc23)C1=O,22
O=C(NCC1CCCO1)c1ccccc1NC(=O)c1cccc2ccccc12 (configuration not stated),9
Cc1ccc(C(=O)c2ccccc2C(=O)O)s1,3
COC(=O)c1ccc(CNC(=O)c2ccc3c(c2)OCCO3)cc1,-29
CCC(C)C(=O)OC1CCC=C2C=CC(C)C(CCC3CC(O)CC(=O)O3)C21 (configuration not stated),-9
COc1ccc(-c2ccc([C@@H]3[C@@H](CO)N(C(=O)NC(C)C)[C@H]3C#N)cc2)cc1,-23[25 µM]
CNS(=O)(=O)c1cccc(C(=O)OCC(=O)c2ccc3c(c2)OCCO3)c1,25
O=C(Cc1ccccc1Cl)c1ccccc1,-5
Cc1ccc(COC(=O)Cc2coc3cc(O)ccc23)cc1,-30
COc1ccccc1S(=O)(=O)N(C)C[C@H]1OCc2cn(nn2)CCCC(=O)N([C@@H](C)CO)C[C@@H]1C,8[25 µM]
CN(CC(=O)Nc1ccc(F)cc1)C(=O)COc1ccc(C(=O)c2ccccc2)cc1,-3
Brc1ccc(COn2ccnc2)cc1,1
CC(=O)N(C)C[C@@H]1[C@@H](c2ccc(-c3ccccc3)cc2)[C@H](CO)N1C(=O)C1CC1,-6[25 µM]
COCC(=O)N1CC2(C1)[C@H](c1ccccc1)[C@H](CO)N2C(=O)NC1CCCC1,-11[25 µM]
O=C(Nc1ncn[nH]1)c1ccc(Cl)c(Cl)c1,5
O=C(O)c1ccccc1NC(=O)c1cc(-c2ccccc2)nc2ccccc12,-1
Cc1sc2ncnc(OCC(=O)NC(C)C)c2c1C,8
CC1(C(=O)Nc2cccc3ncccc23)CCN1C(=O)C1(c2ccccc2)CC1 (configuration not stated),2
Cn1cnc(S(=O)(=O)N[C@@H]2CC[C@H](CC(=O)NCC3CCCCC3)O[C@@H]2CO)c1,5[25 µM]
CO[C@@H]1CN(C)C(=O)c2ccc(N)cc2OC[C@@H](C)NC[C@H]1C,-14[25 µM]
CC1(C)C(=O)Nc2ccccc2N1C(=O)COc1ccccc1C#N,7
Cc1cc(C)cc(NC(=S)N(Cc2ccc(Br)cc2)Cc2ccc(C(=O)O)cc2)c1,27
COc1ccc(S(=O)(=O)N2CCN(CC(=O)NCC3(N4CCOCC4)CCCCC3)CC2)cc1,22
O=C(COc1ccccc1)NCC(=O)Nc1ccncc1,4
Cc1ccc(C(=O)OCC(=O)Nc2cccc(S(=O)(=O)N3CCOCC3)c2)o1,3
O=C(NC1CCCCC1)N1CCN(C(c2ccccc2)c2ccccc2)CC1,1

Screening data from PubChem BioAssay.
